Peg3 promoter: inhibitors of Peg3 promoter. HeLa PEG-Prom luciferase reporter, luminescence, overnight. inhibition, % at 20 µM. 360,000 tested, 1.7% active. AID 588405;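 active means inhibition of at least 50% at 20 µM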
PDI inh: blocks human protein disulfide isomerase activity; P07237; PDI insulin aggregation turbidity, A650, 90 min; inhibition, % at 10 µM; 350,000 tested, 0.052% active; AID 588391;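 active means mean inhibition across replicates of 30% or more, whatever share of single replicates reach that level; inconclusive means mean inhibition below 30% while every single replicate reaches 30%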;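 further: absorbance from insulin aggregation driven by PDI reduction with DTT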
Target sequence (P07237 whole entry, looked up): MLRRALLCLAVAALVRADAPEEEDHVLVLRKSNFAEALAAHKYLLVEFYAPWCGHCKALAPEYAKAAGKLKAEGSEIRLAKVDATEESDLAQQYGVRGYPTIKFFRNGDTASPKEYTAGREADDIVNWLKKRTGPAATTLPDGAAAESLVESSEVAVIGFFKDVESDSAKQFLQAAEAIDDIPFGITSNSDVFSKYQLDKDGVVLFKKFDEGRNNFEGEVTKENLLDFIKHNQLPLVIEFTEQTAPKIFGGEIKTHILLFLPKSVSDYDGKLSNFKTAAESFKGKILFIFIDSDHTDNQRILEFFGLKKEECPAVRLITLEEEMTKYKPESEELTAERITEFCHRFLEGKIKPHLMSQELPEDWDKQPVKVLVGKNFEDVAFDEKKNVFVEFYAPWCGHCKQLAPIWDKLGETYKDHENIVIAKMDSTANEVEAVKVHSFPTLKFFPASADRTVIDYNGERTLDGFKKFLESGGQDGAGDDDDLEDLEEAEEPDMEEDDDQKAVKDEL
HIF-2a inh: blocks HIF-2a reporter activity; 360,000 tested, 0.72% active; 786-0 RCC cells HIF-2a reporter, luciferase luminescence, overnight; inhibition, % at 18.8 µM;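 active means inhibition of the luminescence signal of 40% or more relative to plate controls, in a single-dose primary screen at 18.75 µM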
CaV13 ICDI inh: Disruptors of the CACNA1D IQ motif to Ca2+-dependent inactivation inhibitor domain association, primary screening, Förster resonance energy transfer in intact living … | HEK cells, CFP/YFP FRET ICDI-IQ, plate reader, 10 min; percent FRET-ratio fall versus neutral wells | inhibition, % at 12.3 µM | 340,000 tested, 0.098% active | AID 743397;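 active means mean replicate inhibition of at least 30% and at least 1% of replicates passing that level; inconclusive means only one of the two criteria is met; inactive means neither criterion is met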;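 further: 0% = median of the neutral control wells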
NR2E3 ag-1: human photoreceptor-specific nuclear receptor agonism; CHO-S Gal4-NCOR/VP16-NR2E3 two-hybrid, luciferase; AID 602229; 360,000 tested, 0.35% active; inhibition of corepressor binding, % at 3.98 µM;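 active means inhibition above the mean of all tested compounds plus 3 SD, cut at about 70% in these data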;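 further: 0% = DMSO with NR2E3 transfected cells and 100% = cells lacking NR2E3 construct; higher means lower luciferase signal from less NR2E3 corepressor binding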
HTR2A ag: agonists of mouse serotonin 5-HT2A receptor (HTR2A). P35363. CHO-K1 mHTR2A beta-arrestin complementation, luminescence; percent of 30 µM serotonin response. activation, % at 7.6 µM. 360,000 tested, 0.66% active;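 active means activation above a run cutoff, the mean activation of all tested compounds plus 3 SD, cut at about 14% in these data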;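 further: 0% = plate median of compound wells and 100% = 30 µM serotonin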
Target sequence (P35363 whole entry, looked up): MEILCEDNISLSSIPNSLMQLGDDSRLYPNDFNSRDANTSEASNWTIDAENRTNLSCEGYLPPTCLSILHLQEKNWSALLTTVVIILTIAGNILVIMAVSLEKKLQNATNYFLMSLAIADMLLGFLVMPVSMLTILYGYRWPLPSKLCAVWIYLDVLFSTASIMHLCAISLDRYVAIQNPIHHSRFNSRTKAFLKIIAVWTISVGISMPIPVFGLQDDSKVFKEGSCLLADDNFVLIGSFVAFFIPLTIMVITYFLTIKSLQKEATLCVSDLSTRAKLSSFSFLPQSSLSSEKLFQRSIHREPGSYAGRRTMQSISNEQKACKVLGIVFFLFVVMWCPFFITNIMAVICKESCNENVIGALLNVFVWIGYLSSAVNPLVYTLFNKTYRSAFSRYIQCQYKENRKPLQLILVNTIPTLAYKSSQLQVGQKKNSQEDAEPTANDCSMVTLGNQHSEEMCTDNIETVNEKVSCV
hiPSC survival: increases survival of single human iPS cells; hiPSC single-cell survival, ATPlite luminescence; 100% = ROCK inhibitor wells, 0% = DMSO; survival enhancement, % at 20 µM; 360,000 tested, 0.044% active; in the data active means survival enhancement above about 18%;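 further: cells exposed to compounds for 16 hours before the ATP read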
MITF TRPM1 inh: reduces MITF-dependent TRPM1 promoter luciferase signal; SK-MEL-5 TRPM1 promoter luciferase, 24 h; inhibition, % at 12.5 µM; 330,000 tested, 0.83% active;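 active means mean inhibition across replicates of 60% or more, whatever share of single replicates reaches that level; inconclusive means some that reach 60%, reason not given; inactive means mean inhibition across replicates below 60%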; further: values of inactives mirror those of a sister screen read the other way
H9c2 protect: protects H9c2 cardiomyocytes from peroxide injury | H2O2 injury protection, ATPLite, 2 h | protection from H2O2 cell death, % at 20 µM | 360,000 tested, 0.63% active;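 active means compounds giving at least 50% protection of heart cells from peroxide-induced death in the single-dose screen, raw or plate-pattern-corrected value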;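 further: 0% = DMSO wells with peroxide and 100% = DMSO wells without peroxide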
NR2E3 ag-2: NR2E3 (human) agonism | Q9Y5X4 | GST-NR2E3/biotin-RetCOR TR-FRET, 1536-well | inhibition of corepressor binding, % at 4.78 µM | 320,000 tested, 0.12% active | AID 2300;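 active means percent inhibition above the cutoff of mean plus 3 SD of all tested compounds, set per screening campaign, cut at about 20% in these data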;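 further: 0% = DMSO wells and 100% = biotin wells as full block of FRET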
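System: GST-tagged NR2E3 plus biotinylated RetCOR corepressor; Amount: 1.35 nM GST-tagged NR2E3 final; Dosing: single nominal compound dose of 4.8 µM; Schedule: 5 h incubation at 4 °C; Technique: TR-FRET with europium anti-GST and streptavidin-D2, 340 nm excitation; Controls: biotin wells as high control, 0.6% DMSO wells as low control.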
Shn3 3UTR inh: Schnurri-3 reporter inhibition in Clone20 osteoblasts; Clone20 osteoblast Shn3 3'UTR firefly luciferase, 24 h; inhibition, % at 12.5 µM; AID 588674; 360,000 tested, 0.52% active;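 active means mean inhibition of at least 75% with every replicate also reaching 75%; inconclusive means mean inhibition at least 75% but some replicate below; inactive means mean inhibition below 75%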;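 further: 0% = median of neutral control wells and 100% = pilot-screen positive control compound; some compounds past the cut are filed as inactive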
* marks the source's active call; other numbers are inactive results; u = inconclusive; x = no result given. Compounds as they come (roughly 3.9% active in at least one column).

smiles	Peg3 promoter	PDI inh	HIF-2a inh	CaV13 ICDI inh	NR2E3 ag-1	HTR2A ag	hiPSC survival	MITF TRPM1 inh	H9c2 protect	NR2E3 ag-2	Shn3 3UTR inh
C/C(=N/NC(=O)c1cccs1)c1c(C)[nH]n(-c2nc3ccccc3s2)c1=O	-103	-11	-114	5	-140	2	-3.4	-22	-23	-2	-33
COC1OC(COC(=O)c2ccccc2)C(OC(=O)c2ccccc2)C1OC(=O)c1ccccc1 (stereo unspecified)	19	6	27	-16	-7	2	1.1	12	-2	-2	22
Cc1c(N=Cc2cccnc2)c(=O)n(-c2ccccc2)n1C	5	6	16	x	-11	1	-0.5	0	-1	4	10
CN(C)c1ccc(CC(=O)N2CCCC(c3cc(C(=O)Nc4ccc(C(C)(C)C)cc4)no3)C2)cc1 (stereo unspecified)	18	3	-3	-10	-15	3	-0.5	x	-17	x	73
CCCOc1ccc(N2C(=O)CC(N(Cc3ccc(OC)cc3)C(=S)Nc3ccccc3)C2=O)cc1 (stereo unspecified)	14	-8	-7	-10	-10	3	0.1	2	-1	-1	19
COc1ccc2[nH]c3c(=O)n(N)c(=O)[nH]c3c2c1	14	-4	10	-17	9	-3	-0.3	12	10	x	4
CNc1nc2c(c(=O)n(C)c(=O)n2C)n1Cc1ccccc1	21	-3	8	x	56	3	-1.4	21	-11	2	64
O=C(COc1ccccc1O)Nc1ccc(Cl)cc1	-75	-16	-112	-5	-1	-1	-1.7	-13	-26	-1	62
COc1ccc(C(=O)OCC(=O)Nc2ccc(F)cc2F)cc1OC	5	9	-6	-3	-9	1	-4.3	4	2	-1	-4
OC(COc1ccc2cc(Br)ccc2c1)CN1CCCC1 (stereo unspecified)	-10	-8	-75	-8	13	-6	-2.1	-61	-1	-2	-70
Cc1cccc(OCC(=O)Nc2ccc(NC(=O)c3ccco3)cc2)c1	-22	-3	-6	-7	4	2	0.6	-15	-6	x	-1
CCOC(=O)CCC(=O)N1CCNC(=O)C1	0	10	8	-6	1	-1	-0.2	1	10	0	2
Cc1ccc(S(=O)(=O)Nc2ccccc2F)cc1C(=O)NCc1ccco1	16	10	16	-5	12	0	1.6	1	1	0	-1
CC(=O)N1c2ccc(S(=O)(=O)N3CCC(C(=O)Nc4ccccn4)CC3)cc2CC1C (stereo unspecified)	6	3	21	-4	6	5	0.4	4	-1	0	16
CCCCn1c(N)c(N(CCC(C)C)C(=O)C2CC(=O)N(c3ccc(OC)cc3OC)C2)c(=O)[nH]c1=O (stereo unspecified)	5	-4	20	-2	7	-5	0.5	-11	-3	-3	0
Cc1ccc(C(=O)Cc2cc3ccccc3oc2=O)c(C)c1	-254	3	-225	-19	-158	-1	-0.3	-37	-7	0	-40
CCO[C@H]1OC(C(=O)N2CCOCC2)=C[C@@H](c2ccccc2)[C@@H]1CCCO	0	-4	4	-10	-34	0	6.3	4	6	4	-25
O=C(Nc1ccc2c(c1)OCO2)c1cc2n(n1)C(C(F)(F)F)CC(c1ccccc1)N2 (stereo unspecified)	3	2	19	-6	0	0	-0.7	7	0	0	7
C=CCn1c(SCC(=O)Nc2cc(NC(C)=O)ccc2OC)nnc1-c1ccccn1	11	-3	10	-6	-20	0	-0.6	11	-3	1	-22
CCCCNC(=O)c1cccc2c(=O)c(C)c(-c3ccccc3)oc12	6	1	14	-4	-6	0	0.1	9	8	2	20
CS(=O)(=O)c1ccc(Cl)c(NC(=O)COC(=O)CNC(=O)c2ccccc2)c1	6	5	5	-2	-11	0	-4.0	1	9	0	7
CC(Sc1nnc(-c2ccccc2)c(-c2ccccc2)n1)C(=O)Nc1ncc(Cl)cc1Cl (stereo unspecified)	17	17	33	-16	-5	3	-0.9	-8	-6	-2	-3
O=C(CSc1ccc(F)cc1)N1CCN(S(=O)(=O)c2ccccc2)CC1	7	3	-19	6	-3	5	1.3	-2	5	3	0
CC/C(=N\NC(=O)c1ccc2c(c1)OCO2)c1ccccc1	-34	12	-35	-6	-95	-8	-0.2	-2	-2	x	-14
CN(C(=O)COC(=O)c1ccc(Br)o1)c1c(N)n(Cc2ccccc2)c(=O)[nH]c1=O	4	-3	12	-6	-33	3	0.9	8	2	2	-19
CC(=O)Nc1ccc(S(=O)(=O)N2CCN(CCN3CCOCC3)CC2)cc1Cl	15	8	18	0	5	3	0.7	4	3	-6	14
CCOC(=O)c1c(C)[nH]c(C)c1S(=O)(=O)NCCc1cccs1	12	-9	4	-6	14	-8	-0.5	13	-2	0	8
O=C(O)c1nn2cc(CCO)cnc2c1Cl	14	3	6	-7	14	2	0.7	9	0	0	-8
CCn1cc(C2=NOC(C(=O)Nc3cc(C)nn3-c3ccccc3)C2)c(C)n1 (stereo unspecified)	0	-2	-11	-8	-13	0	0.2	18	2	2	-7
C/C(=N\NC(=O)c1ccccc1-n1cccc1)c1ccccn1	39	16	-15	-3	-10	6	-3.7	x	69*	x	93*
O=C(O)c1cc(N/N=C/C(Cl)=C/c2ccccc2)ccc1Cl	44	9	29	-2	-180	10	-0.2	u	-6	3	-10
COc1ccc(COC(=O)C2=C(C)NC(=O)NC2c2cccc(Br)c2)cc1 (stereo unspecified)	24	-1	39	-4	9	16*	-0.7	3	-2	4	9
C[C@H]1CN([C@@H](C)CO)C(=O)CCCn2nncc2CO[C@H]1CN(C)C(=O)Nc1ccccc1	3	0	5	-8	25	10	-1.8	x	6	x	-5
COc1ccc(-c2cc(C(=O)Nc3ccc(C(N)=O)cc3)c3ccccc3n2)cc1OC	-45	-14	-118	4	-45	1	-2.9	-8	8	-1	-35
COc1ccc(NC(=O)C2CCCN(S(=O)(=O)c3cnc[nH]3)C2)cc1 (stereo unspecified)	4	4	-5	-12	1	6	1.2	-3	-1	0	-3
CN(CC(=O)Nc1ccccc1Cl)C(=O)c1ccccc1SCC(=O)N1CCCC1	-8	3	-6	-6	4	10	-0.4	9	-5	-2	2
Cc1cc(Cl)ccc1OCCCC(=O)Nc1cc(S(=O)(=O)N2CCOCC2)ccc1N1CCOCC1	-7	16	12	-5	3	5	-0.4	7	4	x	-40
COc1ccc(/C=N/n2c(=O)[nH]c3c([nH]c4ccc(C)cc43)c2=O)cc1CN1CCOCC1	14	-6	-4	-4	1	2	1.2	12	-2	x	11
COc1cccc(C(=O)OCC(=O)NCc2ccc3c(c2)OCO3)c1OC	14	9	11	-10	0	3	-0.9	9	1	x	-4
COC1OCC(O)C(NC(=O)N(C)N=O)C1O (stereo unspecified)	6	11	3	-6	-3	1	-0.6	x	3	x	3
C[C@@]12CC[C@H]3OC(=O)C=C3C1CC[C@@]13CC(CCC12)[C@](CO)(O[C@H]1O[C@H](CO)[C@@H](O)[C@H](O)[C@H]1O)C3 (stereo partly specified)	-1	x	5	x	-3	0	0.8	5	7	0	1
COc1cc(/C=C(\C#N)c2nn(CCO)c(N)c2C#N)cc(OC)c1OC	4	-6	10	-5	-5	3	-2.2	-8	7	0	4
COc1ccc(CC(=O)Nc2ccc(S(=O)(=O)NC(C)C)cc2)cc1	11	-9	3	-8	-1	-3	-0.7	4	-9	-2	26
CCn1c2ccccc2c2cc(C#N)c(N)nc21	32	-1	1	-3	-15	-4	-0.9	x	2	-3	-28
CCC(Sc1nc2ccsc2c(=O)n1Cc1ccc(C(=O)O)cc1)C(=O)Nc1cc(Cl)ccc1C (stereo unspecified)	2	-3	3	-10	5	-5	-0.2	x	2	x	-15
CCOC(=O)c1sc2nc(OCCN3CCOCC3)cc(C)c2c1N	x	x	-49	-11	-18	-9	-1.2	x	x	x	x
Cc1cc(C)cc(N2C(=O)CC(Cn3nc(C)cc3C)C2=O)c1 (stereo unspecified)	4	-5	12	-5	-22	-4	0.6	x	1	2	x
CC(=C\c1ccccc1)/C=C1/SC(=S)N(CCCC(=O)O)C1=O	22	3	91*	-4	-23	2	1.0	44	2	x	9
CCOc1ccc(NC(=O)C(=S)NC2CCCCC2)cc1	-207	-4	-308	x	-46	5	1.1	-133	-10	1	-35
Cn1c(=O)cc(Cl)[nH]c1=O	-3	4	11	-3	18	-4	3.5	1	-4	2	-12
COc1cc(CCC(=O)Nc2ccc(C)c(S(=O)(=O)N(C)C)c2)cc(OC)c1OC	0	-3	1	-7	-17	1	-0.9	2	-12	-1	54
O=C(c1c(Cl)cccc1Cl)N1CCN(c2ncccn2)CC1	17	3	13	-16	-8	0	-0.2	-1	0	2	-12
O=C(Oc1ccc(=O)[nH]n1)c1ccccc1	11	-2	-1	-6	14	4	-2.1	x	8	x	4
CCOC(=O)C(=Cc1ccc(Br)cc1)C(=O)OCC	23	-1	24	-19	-32	-1	-0.7	4	-8	x	-10
CC(C)CCC[C@@H](C)[C@H]1CC[C@H]2[C@@H]3C(=O)C=C4C[C@@H](O)CC[C@]4(C)[C@H]3CC[C@]12C	-15	-11	1	-4	-15	-2	0.6	-13	5	3	-4
COc1ccc(-c2noc(CN(C)CCC3CCCCO3)n2)cc1 (stereo unspecified)	5	-2	1	-7	0	-1	-0.1	-7	-5	2	-12
Oc1ccc(/C=N/N2CCN(C3c4ccccc4-c4ccccc43)CC2)cc1	2	-6	-1	-12	-14	-3	-0.5	-4	3	-1	2
CCN(CC)S(=O)(=O)c1cc(NC(=O)C(C)N2CCN(c3ccccn3)CC2)ccc1C (stereo unspecified)	11	-6	11	6	28	-2	-0.5	7	-8	0	6
CCNC(=O)C1(C)CCN(C(=O)c2ccc(OC)c(OC)c2)C1 (stereo unspecified)	0	-2	15	-9	-9	1	1.8	x	1	x	9
COc1ccc(N(C)S(=O)(=O)c2cccc(C(=O)NCC(c3ccco3)N3CCCC3)c2)cc1 (stereo unspecified)	9	14	-1	-5	-6	-4	-0.4	-2	2	1	-6
Cc1ccc(NC(=O)CN(C)CC(=O)N(CC(C)C)c2c(N)n(CC(C)C)c(=O)[nH]c2=O)c(C)c1	2	-5	12	-6	-1	6	-2.7	-2	-2	2	-5
CCOC(=O)C1(Cc2cccc(OC)c2)CCN(CCO)CC1	9	0	9	-5	-21	1	-0.8	7	6	4	18
